PTHR1 agonist = qHTS for PTHR1 Agonists: Primary Screen | HEK293 GP2 PTHR1 cells, GloSensor cAMP luminescence, 1 h | Potency, µM (top dose mostly 115 µM), for inactives: top-dose activation, usual class: activators | 410,000 compounds, 0.075% hits | AID 743266, 2014; further: potency means the concentration at half of the fitted maximal effect; nearly all actives have a fitted effect of over 55% in size; some results filed as inactive show a strong effect at the top dose; inactives centre near -15; many of its hits are not listed in these tables
Target sequence (Q03431 whole entry, looked up): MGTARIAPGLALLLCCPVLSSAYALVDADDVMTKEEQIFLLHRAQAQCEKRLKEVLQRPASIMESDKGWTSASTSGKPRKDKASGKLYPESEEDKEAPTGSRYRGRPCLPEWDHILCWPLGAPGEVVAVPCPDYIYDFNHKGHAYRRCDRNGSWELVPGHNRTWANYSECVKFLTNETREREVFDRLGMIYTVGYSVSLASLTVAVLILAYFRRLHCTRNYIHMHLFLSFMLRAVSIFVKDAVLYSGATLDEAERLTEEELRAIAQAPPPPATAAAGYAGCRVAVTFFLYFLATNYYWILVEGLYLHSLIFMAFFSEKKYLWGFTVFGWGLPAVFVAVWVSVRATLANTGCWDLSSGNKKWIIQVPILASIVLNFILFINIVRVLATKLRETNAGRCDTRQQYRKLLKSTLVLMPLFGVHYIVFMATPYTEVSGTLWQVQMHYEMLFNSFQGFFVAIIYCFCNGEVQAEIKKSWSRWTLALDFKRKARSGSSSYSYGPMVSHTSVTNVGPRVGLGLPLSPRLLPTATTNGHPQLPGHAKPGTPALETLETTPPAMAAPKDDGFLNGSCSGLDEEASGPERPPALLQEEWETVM
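HEK-293-derived GP2 cells expressing PTHR1 and a GloSensor cAMP reporter, 3,000/well, plated overnight, given luciferin plus IBMX (each 0.5 mM as added) for 1 h at 37 °C, then compound for 1 h at 37 °C. Luminescence was read after 15 min at room temperature.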
aSyn rescue = qHTS of alpha-syn Inhibitors. AID 652106, 2013. 370,000 compounds, 0.14% hits. Potency, µM (doses to about 46.1 µM), for inactives: at the top dose growth rescue (activation), hits mostly activators. Yeast expressing alpha-synuclein, growth rescue, BacTiter-Glo, 24 h; further: potency means the concentration at half of the fitted maximal effect; % of control where 0% means no effect; nearly all actives have a fitted effect of over 65% in size
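Rescue of yeast growth: cells expressing toxic alpha-synuclein, induced in galactose at OD600 0.02, incubated with compound 24 h at 30 C. ATP luminescence quantified growth; inhibitors of toxicity appear as activators.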
Mm-Cpn inhibitor = Inhibitors of TCP-1 ring complex (TRiC) of Methanococcus maripaludis (MmCpn): qHTS. Chaperonin Mm-Cpn (Methanococcus maripaludis). purified Mm-Cpn ATPase, ADP Transcreener TR-FRET. Potency, µM (top dose mostly 76.9 µM), inactives show at the top dose activity, negative = inhibition, actives largely listed as inhibitors. 330,000 compounds, 0.031% hits; further: potency means the concentration at half of the fitted maximal effect; on the % scale 0 is the no-effect control and ±100 the full control effect; nearly all actives have a fitted effect of over 80% in size
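Reaction buffer contained 30 mM Tris pH 7.4, 100 mM KCl, 5 mM MgCl2 and 1 mM DTT. Mm-CPN (25 nM final) hydrolysed 10 uM ATP over 30 min at 37°C; ADP was read by HTRF.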
HEK293 tox = qHTS of GLP-1 Receptor Inverse Agonists: Cytotox Screen | HEK293 cAMP-luciferase reporter cells, luminescence, 24 h | Potency, µM (series often up to 38.3 µM), without a hit: top-dose activity change, negative = inhibition, actives largely listed as inhibitors | 410,000 compounds, 0.13% hits;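 further: loss of luciferase light is scored as toxicity; potency means the concentration at half of the fitted maximal effect; on the % scale 0 is the no-effect control and ±100 the full control effect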
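1536-well qHTS counterscreen of the MLSMR; 200 cells/uL, 12 h pre-incubation, 23 nL cpd, 24 h at 37 deg C 5% CO2, luciferase detection reagent, 12 min RT, luminescence. Inhibition = undesired.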
TDP43 rescue = qHTS of TDP-43 Inhibitors; TDP-43 expressing yeast growth rescue, BacTiter-Glo, 24 h; Potency, µM (doses to about 46.1 µM), without a hit: at the top dose growth rescue (activation), usual class: activators; 410,000 compounds, 1.8% hits; AID 652104, 2013; further: potency means the concentration at half of the fitted maximal effect; % of control where 0% means no effect; nearly all actives have a fitted effect of over 50% in size
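Yeast cells expressing TDP-43 under galactose induction are exposed to compounds for 24 hr at 30 deg C. BacTiter-Glo luminescence measures growth, so protective compounds score as activators.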
pAkt inh = HTS Assay for Inhibitors of Akt Phophorylation: Primary Screen; Neuro2A IGF-stimulated pAkt S473 HTRF, 20 min; hits give low values; activity change, % for hits at 50 µM; 360,000 compounds, 0.32% hits; in the data active means activity change below about -80%; inconclusive means mostly about -51% to -80%; further: on the % scale 0 is the no-effect control and ±100 the full control effect
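Neuro2A cells in DMEM with 0.5% FBS, overnight at 37 deg C, given compound at single 50 µM final, then IGF (6 nM final) for 20 min at 37 deg C. Lysed; phospho-Akt Ser473 by HTRF after 24 h, 665/615 ratio.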
GLP-1R inv ag = qHTS of GLP-1 Receptor Inverse Agonists (Inhibition Mode) | Glucagon-like peptide 1 receptor (Homo sapiens), P43220 | HEK293 GLP-1R CRE-luciferase, luminescence, 24 h; GLP-1R form is constitutively active | Potency, µM (titrated, usually from 38.3 µM), without a hit: at the top dose activity change, negative = inhibition, actives largely listed as inhibitors | 410,000 compounds, 1.6% hits | AID 624417, 2012; further: potency means the concentration at half of the fitted maximal effect; on the % scale 0 is the no-effect control and ±100 the full control effect; nearly all actives have a fitted effect of over 55% in size
Target sequence (P43220 whole entry, looked up): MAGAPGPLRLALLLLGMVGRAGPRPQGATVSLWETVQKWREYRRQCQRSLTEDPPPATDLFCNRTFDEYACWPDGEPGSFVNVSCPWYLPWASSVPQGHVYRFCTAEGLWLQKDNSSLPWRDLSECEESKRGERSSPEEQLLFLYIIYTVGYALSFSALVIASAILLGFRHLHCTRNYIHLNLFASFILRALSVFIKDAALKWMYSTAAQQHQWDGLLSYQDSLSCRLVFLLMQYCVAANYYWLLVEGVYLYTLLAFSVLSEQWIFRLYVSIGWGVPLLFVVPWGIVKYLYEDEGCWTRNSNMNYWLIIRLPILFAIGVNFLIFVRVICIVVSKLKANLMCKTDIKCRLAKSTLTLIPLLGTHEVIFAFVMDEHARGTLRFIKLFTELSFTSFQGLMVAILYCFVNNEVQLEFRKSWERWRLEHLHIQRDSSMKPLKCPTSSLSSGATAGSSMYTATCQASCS
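Using stably transfected HEK293 (constitutively active GLP-1R, cAMP-luciferase reporter), compounds were incubated 24 hr and luciferase measured by luminescence.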
FUS yeast rescue = qHTS for Suppressors of FUS Proteinopathy: Primary screen using FUS-linked yeast assay; S. cerevisiae FUS-expressing, growth rescue, OD600, 24 h; 390,000 compounds, 0.24% hits; Potency, µM (series often up to 76.6 µM), for inactives: at the top dose growth rescue (activation), usual class: activators; AID 1347120, 2019;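 further: potency means the concentration at half of the fitted maximal effect; plate controls were DMSO vehicle for no effect and reference control for full effect; nearly all actives have a fitted effect of over 55% in size; some results filed as inactive show a strong effect at the top dose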
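Yeast FUS proteinopathy model; galactose-induced FUS (2%), starting OD 0.005. Cpds in dilution series, 24hr, 30C, 99% humidity. Abs 600 nm growth. Pos ctrl CP55940 (top 92uM final); neg ctrl DMSO.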
Abeta yeast res = qHTS for compounds that reverse cellular toxicity of Amyloid beta (A-beta) peptide in yeast: Primary Screen | yeast expressing A-beta42, growth rescue, OD600, 48 h; response scale: 0% DMSO, 100% iron-clioquinol control | Potency, µM (top dose mostly 46.1 µM), for inactives: at the top dose growth rescue, hits mostly activators | 410,000 compounds, 0.063% hits | AID 1347071, 2019; further: potency means the concentration at half of the fitted maximal effect; nearly all actives have a fitted effect of over 55% in size
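Yeast A-beta toxicity model in growth medium with pinned compounds, 48 h at 30 C; growth read as absorbance at 600 nm. Normalized to FeCl3/clioquinol equimolar mix (positive) and DMSO (negative).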
* marks the source's active call; other numbers are inactive results; [ ] = dose if it differs, or a comment. Unless noted, the call rests on the fitted dose curve; in most records, active means well fitted curve in the direction sought with a large enough effect; inconclusive means small, poorly fitted or top-dose-only effect, or another doubt; inactive means no such curve, though single readings can be large; an effect the other way counts as inactive or inconclusive.

For C/C(=N\O)C(C)(C)NC(=O)Nc1ccc(Cl)cc1 the results were PTHR1 agonist -8%, aSyn rescue -3%, Mm-Cpn inhibitor 0%, HEK293 tox 1%, TDP43 rescue 6%, pAkt inh inactive, GLP-1R inv ag 1%, FUS yeast rescue 8% and Abeta yeast res -3%.
For Cc1cc2ccccc2cc1CN1CCCCC1 the results were PTHR1 agonist -17%, aSyn rescue -4%, Mm-Cpn inhibitor -1%, HEK293 tox -9%, TDP43 rescue -4%, pAkt inh inactive, GLP-1R inv ag 15%, FUS yeast rescue -15% and Abeta yeast res 8%.
O=S(=O)(NCC(c1cccnc1)N1CCc2ccccc2C1)c1ccccc1 (configuration not stated) was read as PTHR1 agonist -5%, aSyn rescue 0%, Mm-Cpn inhibitor 0%, HEK293 tox -8%, TDP43 rescue -4%, pAkt inh inactive, GLP-1R inv ag -14%, FUS yeast rescue 15% and Abeta yeast res 5%.
Screening CCN(CC)S(=O)(=O)c1ccc2c(c1)nc(SC(C)C(=O)NCC1CCCO1)n2CC (configuration not stated) returned PTHR1 agonist -14%, aSyn rescue -5%, Mm-Cpn inhibitor 2%, HEK293 tox -8%, TDP43 rescue -18%, pAkt inh inactive, GLP-1R inv ag 18%, FUS yeast rescue 40% and Abeta yeast res 8%.
For CC(C)C(=O)NC(=S)Nc1ccc(S(=O)(=O)N(C)Cc2ccccc2)cc1 the results were PTHR1 agonist -3%, aSyn rescue -11%, HEK293 tox -28%, TDP43 rescue 3%, pAkt inh inactive, GLP-1R inv ag inconclusive, FUS yeast rescue 29% and Abeta yeast res -26%.
O=[N+]([O-])c1cc(Cl)c(Cl)c(Cl)c1Cl was read as PTHR1 agonist -5%, aSyn rescue 0%, Mm-Cpn inhibitor 3%, HEK293 tox -6%, TDP43 rescue 18%, GLP-1R inv ag 8%, FUS yeast rescue -29% and Abeta yeast res -11%.
CCC12CN(C(=O)c3ccc(OC)cc3)CC(CC)(CN(C(=O)c3ccc(OC)cc3)C1)C2=O was read as PTHR1 agonist -2%[57.5 µM], aSyn rescue -4%, Mm-Cpn inhibitor -1%, HEK293 tox -2%, TDP43 rescue -4%, pAkt inh inactive, GLP-1R inv ag 3%, FUS yeast rescue 19% and Abeta yeast res -4%.
COc1cc(/C=C/C(=O)Nc2cccnc2)cc(OC)c1OC was read as PTHR1 agonist inactive, aSyn rescue -1%, Mm-Cpn inhibitor 4%, HEK293 tox 4%, TDP43 rescue 9%, pAkt inh inactive, GLP-1R inv ag 42%[activator], FUS yeast rescue -1% and Abeta yeast res -7%.
CCCN(C(=O)CSc1nnc2ccccn12)C1CCS(=O)(=O)C1 (configuration not stated) was read as PTHR1 agonist inactive, aSyn rescue -1%, Mm-Cpn inhibitor 3%, HEK293 tox 2%, TDP43 rescue 18%, pAkt inh inactive, GLP-1R inv ag 10%, FUS yeast rescue -2% and Abeta yeast res -7%.
`CCN1C[C@@H]2[C@@H]3C(=O)N(Cc4ccccc4)C(=O)[C@@H]3[C@](CC)(C(=O)OC)N2C1=NC` gave PTHR1 agonist -4%, aSyn rescue 3%, Mm-Cpn inhibitor -1%, HEK293 tox 0%, TDP43 rescue 15%, pAkt inh inactive, GLP-1R inv ag 10%, FUS yeast rescue -31% and Abeta yeast res -8%.
`O=C(OCC(=O)N1CCN(c2ccccc2)CC1)c1ccco1` gave PTHR1 agonist inactive, aSyn rescue -4%, Mm-Cpn inhibitor 1%, HEK293 tox 14%, TDP43 rescue 13%, pAkt inh inactive, GLP-1R inv ag 7%, FUS yeast rescue 2% and Abeta yeast res 10%.
For CS(=O)(=O)N1CCN(c2ccccc2NC(=O)Nc2cccc(Cl)c2)CC1 the results were PTHR1 agonist -20%, aSyn rescue 1%, Mm-Cpn inhibitor 1%, HEK293 tox 0%, TDP43 rescue -10%, pAkt inh inactive, GLP-1R inv ag inconclusive, FUS yeast rescue -3% and Abeta yeast res -2%.
COc1ccc(-n2c(SCc3cccnc3)nc3c(c2=O)SCC3)cc1OC was read as PTHR1 agonist 28%, aSyn rescue -6%, Mm-Cpn inhibitor -4%, HEK293 tox 4%, TDP43 rescue -17%, pAkt inh inactive, GLP-1R inv ag -24%, FUS yeast rescue -11% and Abeta yeast res -8%.
Screening O=C(COc1ccc(F)cc1)Nc1cc(Cl)ccc1-n1cncn1 returned PTHR1 agonist 0%, aSyn rescue 5%, Mm-Cpn inhibitor -1%, HEK293 tox 2%, TDP43 rescue 3%, pAkt inh inactive, GLP-1R inv ag 18%, FUS yeast rescue 11% and Abeta yeast res -14%.
Cc1cc(S(=O)(=O)Nc2ccc(O)c(Sc3nc4ccccc4s3)c2)ccc1Cl was read as PTHR1 agonist -22%, aSyn rescue -79%[inhibitor], HEK293 tox -20%, TDP43 rescue -13%, GLP-1R inv ag -29%, FUS yeast rescue inconclusive and Abeta yeast res inconclusive.
`COc1cc(/C=C(\NC(=O)c2ccccc2)C(=O)Nc2nccs2)ccc1OC(C)=O` gave PTHR1 agonist inactive, aSyn rescue -4%, Mm-Cpn inhibitor 1%, HEK293 tox -16%, TDP43 rescue -13%, pAkt inh inactive, GLP-1R inv ag 3%, FUS yeast rescue 37% and Abeta yeast res -1%.
O=C1COc2ccc(C(=O)COC(=O)CNC(=O)c3ccccc3)cc2N1 was read as PTHR1 agonist -6%, aSyn rescue -3%, Mm-Cpn inhibitor 2%, HEK293 tox -14%, TDP43 rescue 10%, pAkt inh inactive, GLP-1R inv ag 25%, FUS yeast rescue -18% and Abeta yeast res -14%.
`CN1CCN(CCc2nc3cc(NC(=O)COc4ccc([N+](=O)[O-])cc4)ccc3n2C)CC1` gave PTHR1 agonist 5%, aSyn rescue -1%, Mm-Cpn inhibitor 1%, HEK293 tox -3%, TDP43 rescue -14%, pAkt inh inactive, GLP-1R inv ag -24%, FUS yeast rescue 15% and Abeta yeast res -8%.
For Cc1c(CC(=O)O)c(=O)oc2cc(OCc3ccc(Br)cc3)ccc12 the results were PTHR1 agonist -15%, aSyn rescue -1%, Mm-Cpn inhibitor 1%, HEK293 tox 7%, TDP43 rescue 10%, pAkt inh inactive, GLP-1R inv ag 17%, FUS yeast rescue -4% and Abeta yeast res -4%.
For COc1ccc(-c2nc3cnccn3c2Nc2ccc(C)cc2)cc1 the results were PTHR1 agonist -46%[inhibitor], aSyn rescue 11%, Mm-Cpn inhibitor 0%, HEK293 tox -2%, TDP43 rescue inconclusive, pAkt inh inactive, GLP-1R inv ag inconclusive, FUS yeast rescue inconclusive and Abeta yeast res 5%.
`Cc1ccc(-n2c(-c3ccc(Br)cc3)nc3c(cnn3-c3ccccc3)c2=O)cc1` gave PTHR1 agonist -14%, HEK293 tox 4%, TDP43 rescue 17%, GLP-1R inv ag 2%, FUS yeast rescue 11% and Abeta yeast res -5%.
Screening COc1ccc(NC(=O)CC2C(=O)N(c3cccc(OC)c3)C(=O)N2Cc2ccc3c(c2)OCO3)cc1 (configuration not stated) returned PTHR1 agonist inactive, HEK293 tox 2%, TDP43 rescue 7%, GLP-1R inv ag 14%, FUS yeast rescue 18% and Abeta yeast res -5%.
For O=C(Nc1nnc(-c2cccs2)o1)C1CC1 the results were PTHR1 agonist -18%, aSyn rescue 0%, Mm-Cpn inhibitor 0%, HEK293 tox -10%, TDP43 rescue 21%, pAkt inh inactive, GLP-1R inv ag -5%, FUS yeast rescue -19% and Abeta yeast res 14%.
Cc1ccc(N2C(=O)N3[C@H]4c5ccccc5OC[C@@H]4[C@@H](c4ccccc4)[C@@]3(C)C2=O)cc1 was read as PTHR1 agonist inactive, aSyn rescue 0%, Mm-Cpn inhibitor 0%, HEK293 tox -5%, TDP43 rescue 25%, pAkt inh inactive, GLP-1R inv ag inconclusive, FUS yeast rescue 30% and Abeta yeast res 13%.
`O=C(O)c1cc(-n2[nH]c(=O)c3ccccc3c2=O)ccc1Cl` gave PTHR1 agonist -8%, aSyn rescue 2%, Mm-Cpn inhibitor 0%, HEK293 tox -7%, TDP43 rescue 0%, pAkt inh inactive, GLP-1R inv ag 25%, FUS yeast rescue 3% and Abeta yeast res 6%.
Screening CC1CCN(Cc2c(C(=O)N/N=C/c3cc(Cl)ccc3O)nnn2-c2nonc2N)CC1 returned PTHR1 agonist -6%, aSyn rescue 0%, Mm-Cpn inhibitor 1%, HEK293 tox -6%, TDP43 rescue 3%, pAkt inh inactive, GLP-1R inv ag inconclusive, FUS yeast rescue 3% and Abeta yeast res -13%.
`O=[N+]([O-])c1cc(-c2cnc3ccccc3n2)ccc1Oc1ccc(Br)cc1` gave PTHR1 agonist -27%, aSyn rescue 2%, Mm-Cpn inhibitor 0%, HEK293 tox -17%, TDP43 rescue 18%, pAkt inh inactive, GLP-1R inv ag 10%, FUS yeast rescue -6% and Abeta yeast res 23%.
`CC1=C(C(=O)Nc2ccccc2)C(c2ccco2)NC(=O)N1` (configuration not stated) gave PTHR1 agonist -11%[57.5 µM], aSyn rescue -1%, HEK293 tox 5%, TDP43 rescue -13%, pAkt inh inactive, GLP-1R inv ag 6%, FUS yeast rescue 28% and Abeta yeast res 9%.

This is a subset; rates above refer to the full screens.
